Compound activity (PubChem BioAssay)
PglD inh = PglD (C. jejuni) enzyme inhibition; purified PglD enzyme, DTNB colorimetric CoA detection; 0.098% of 360,000 active; inhibition, % at 12.5 µM; in the data active = inhibition above about 16%, passing the limit was not always enough; note: strong numbers were not always called active
C2C12 statin = protects C2C12 myotubes from simvastatin toxicity; rescue of ATP level, % at 7.49 µM; 0.78% of 330,000 active; ATP luminescence, 48 h; scaled: DMSO 0, geranylgeraniol control 100; AID 602340;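 active = mean ATP rescue above about 67%, or every replicate alone reaching that limit, limit read from the data, passing the limit was not always enough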;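 note: myotubes were challenged with 10 µM simvastatin during compound exposure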
* = called active by the depositor.

SMILES	PglD inh	C2C12 statin
Cc1ccc(-n2nnnc2SC(C)C(=O)Nc2ccc(Cl)cn2)cc1 (stereo unspecified)	5	-9
CC1(C)Cc2c(C#N)c(SCc3ccccc3)nc(N3CCOCC3)c2CO1	-6	-11
O=C(NCc1ccc(F)cc1)C1CCN(S(=O)(=O)c2ccc3c(c2)OCCCO3)CC1	2	7
CS(=O)(=O)N(CC(=O)Nc1ccccc1C(=O)NCc1ccccc1)c1ccc2c(c1)OCCO2	0	-3
O=C(NC1CC1)c1cc(-c2ccccn2)nc2ccccc12	-1	6
CCCCNC1CCS(=O)(=O)C1 (stereo unspecified)	-1	-18
Cc1ccc(N2C(=O)c3ccc(C(=O)O)cc3C2=O)cc1C	-4	-14
COc1ccc(C2CC(C(F)(F)F)n3nc(C(N)=O)c(Cl)c3N2)cc1OC (stereo unspecified)	-7	-1
C/C(NC1CCCCC1)=C(/C#N)C(=O)NCCN1CCOCC1	-3	-9
Cc1ccccc1N(CC(=O)NC1CCCC1)C(=O)c1oc(C(C)(C)C)cc1C	2	-14
Cc1ccccc1C(=O)O/N=C/c1c(N2CCOCC2)n(C)c2ccccc12	5	-1
COC(=O)C1C2C=CC3(CN(c4cccc(C)c4)C(=O)C13)O2 (stereo unspecified)	13	-9
O=C(OCC(=O)N1CCC(Cc2ccccc2)CC1)c1ccc[nH]c1=O	-1	10
COc1ccc(NC(=O)C2C3C=CC(O3)C2C(=O)NCc2cccnc2)cc1 (stereo unspecified)	0	7
Cc1ccc(OCC(O)CNC(=O)c2ccccc2C(=O)O)cc1 (stereo unspecified)	-3	105*
CCc1nc(C#N)c(N2CCOCC2)o1	5	-3
COC(=O)c1cc(-c2c(C)oc3cc(OC(C)C)ccc3c2=O)c(C)o1	7	23
CCc1cc2c(NCC3CCCO3)ncnc2s1 (stereo unspecified)	1	3
CC(C)Cn1[nH]c2c3c(ccc2c1=O)C(=O)c1ccccc1C3=O	-5	15
COc1cc2c(N3CCOCC3)cc(O)c(CC(=O)Nc3ccccc3)c2cc1OC	-1	115*
Cc1ccc(S(=O)(=O)NCCOCCNS(=O)(=O)c2ccc(C)cc2)cc1	1	-2
COc1ccccc1NC(=S)NC(=O)c1ccc(-c2ccc(Cl)cc2)o1	-6	-38
Cc1nc2nc(SCC(=O)NCc3ccco3)nn2c(C)c1Cc1c(F)cccc1Cl	-4	9
CC1CCCN(C(=O)CCS(=O)(=O)c2ccc3c(c2)NC(=O)C(C)S3)C1 (stereo unspecified)	-7	-7
CN1CCN(c2cc(N3CCN(C(=O)c4ccco4)CC3)c3c4c(onc24)-c2ccccc2C3=O)CC1	-1	-22

Fetched by structure from above, 3 records:
SMILES	PglD inh	C2C12 statin
Cc1ccccc1C(=O)O/N=C/c1c(N2CCOCC2)n(C)c2ccccc12	5	-1
CCCCNC1CCS(=O)(=O)C1 (stereo unspecified)	-1	-18
CS(=O)(=O)N(CC(=O)Nc1ccccc1C(=O)NCc1ccccc1)c1ccc2c(c1)OCCO2	0	-3

(listing goes on)
SMILES	PglD inh	C2C12 statin
CCCCn1c(SCC(=O)Nc2cc(C)on2)nc2ccccc2c1=O	-8	46
c1ccc2c(-c3nnc4n3CCCCC4)c[nH]c2c1	2	7
COCCCn1c(SCc2cccc(OC)c2)nc2cc(OC)c(OC)cc2c1=N	-6	0
Cc1[nH]c2ccccc2c1CN1CCc2ccccc2C1	4	2
COc1cc2c(cc1CNC[C@H]1O[C@@H](n3cnc4c(N)ncnc43)[C@H](O)[C@@H]1O)OCO2	0	-9
COc1cc(C(C(=O)NC(C)(C)C)N(Cc2ccccc2)C(=O)c2cnccn2)cc(OC)c1OC (stereo unspecified)	0	5
CCCc1oc(C(=O)O)cc1CN1CCOCC1	-3	1
CN(C(=O)COC(=O)C1c2ccccc2Oc2ccccc21)C1CCS(=O)(=O)C1 (stereo unspecified)	-2	4
O=C1Nc2ncccc2OC1CCO (stereo unspecified)	2	5
Cc1ccc(-n2ncc3c(N4CCN(c5ccc(F)cc5)CC4)ncnc32)c(C)c1	-1	1
COc1ccccc1C(=O)Nc1c2c(nn1-c1cccc(C)c1C)CS(=O)C2 (stereo unspecified)	9	-5
COc1ccc(-c2nc(SCc3ccccc3)n(C(=O)c3ccco3)n2)cc1	2	7
O=C(NCCCN1CCOCC1)c1c(O)c2ccccc2[nH]c1=O	0	-3
O=C(O)CSC1CC(=O)N(c2cccc(Cl)c2)C1=O (stereo unspecified)	-2	7
Cc1ccc(C(=O)OCC(=O)NCc2ccco2)cc1	2	-7
CCCSc1nc(N2CCCC2)c2c(c1C#N)CC(C)(C)OC2	-3	-12
Cc1c(-n2cc(C(=O)O)c(=O)c3cc(F)c(N4CCCC4)c(F)c32)c(=O)n(-c2ccccc2)n1C	0	-19
Cc1cc(C)cc(OCc2nnc(SCC(=O)Nc3ccccc3)o2)c1	-5	1
COCC(=O)Nc1nc2n(n1)C(c1ccc(OC)cc1)CC(c1ccc(OC)cc1)N2 (stereo unspecified)	1	13
Cc1ccc(OC(C)C(=O)Nc2ccc(S(=O)(=O)Nc3cc(C)on3)cc2)cc1 (stereo unspecified)	7	9
CSc1ncc(Cl)c(C(=O)Nc2nnc(SC)s2)n1	-1	4
COC(=O)[C@@H](NC(=O)N1CCN(c2cccc(C(F)(F)F)c2)CC1)C(C)C	-6	4
O=C(CS(=O)(=O)Cc1ccccc1)Nc1ccc(Cl)cn1	2	2
COCCNC(=O)CN(Cc1ccc(Cl)cc1)S(C)(=O)=O	-3	11
Cc1cc(C)nc(NC(=O)NS(=O)(=O)N2CCCCCC2)n1	-9	4

Going on with the list.
SMILES	PglD inh	C2C12 statin
COC(=O)c1ccc(N/C=C/C(=O)c2ccc(OC)c(OC)c2)cc1	1	18
CN1c2ccsc2/C(=N/NC(=O)c2c(F)cccc2F)CS1(=O)=O	1	-20
O=C(c1ccccc1)N1CCN(c2ncnc3c2cnn3-c2ccccc2)CC1	-8	2
COc1ccccc1/C=C1\S/C(=N/NC(=O)c2cccc(Br)c2)NC1=O	-1	-23
COc1ccc(OC)c(S(=O)(=O)NCc2csc(-c3ccccc3)n2)c1	2	-27
CCC(C)[C@H](NC(=O)NCc1ccccc1Cl)C(=O)O (stereo partly specified)	1	0
CCCCCCOc1ccc(N2C(=O)CC(S/C(N)=N/N=C(\C)c3cccs3)C2=O)cc1 (stereo unspecified)	4	15
Cc1ccc(NC(=O)N(C2=NCC(C)S2)c2ccccc2)cc1 (stereo unspecified)	-3	2
CC(NS(=O)(=O)c1ccc(OCC(=O)N2CCOCC2)cc1)c1ccccc1 (stereo unspecified)	-11	4
Cc1ccc(S(=O)(=O)N(CCC#N)C2CCCCC2)c2nsnc12	3	2
CCC1=C(OC(=O)c2ccccc2)C(C)(C)C(c2ccccc2)OC1=O (stereo unspecified)	8	2
COc1ccc(S(=O)(=O)Nc2ccc3ccccc3c2)cc1C	0	30
Cc1noc(C)c1COc1cccc(C(=O)N2CCN(C/C=C/c3ccccc3)CC2)c1	0	-3
CC(C)CNC(=O)[C@H](Cc1ccccc1)NC(=O)c1ccco1	-4	1
OC(COCC1COc2ccccc2O1)CN1CCN(c2ccccc2)CC1 (stereo unspecified)	-3	-7
CCN(CC)c1ccc(NC(=O)c2cccc(F)c2)c(C)c1	-10	-54
Clc1ccc(CSc2cc3c(nn2)-c2ccccc2CC3)cc1	3	-26
CCCCn1nc(C(=O)N[C@@H](CCSC)c2nc3ccccc3[nH]2)c2ccccc2c1=O	0	-8
COc1ccc(C2CC(c3cccs3)=Nc3ccccc3S2)cc1OC (stereo unspecified)	-1	53
Cc1ccc(NC(=O)CSc2nnc(-c3cnccn3)n2Cc2ccco2)cc1C	1	3
C=C(C)c1cccc(C(C)(C)NC(=O)NCCCN2CCCC2=O)c1	0	20
CCCNC(=O)NS(=O)(=O)c1cnccc1Sc1ccc(Cl)cc1	-3	2
CCn1nnnc1SCC(=O)N1CCOCC1	2	22
CC(=O)Nc1cc2c(cc1C(C)=O)OCCO2	-2	4
O=C(NCc1cccnc1)C1CCN(S(=O)(=O)c2cccnc2)CC1	-1	8

Entries listed so far that contain an NH in an aromatic ring:
SMILES	PglD inh	C2C12 statin
O=C(OCC(=O)N1CCC(Cc2ccccc2)CC1)c1ccc[nH]c1=O	-1	10
CC(C)Cn1[nH]c2c3c(ccc2c1=O)C(=O)c1ccccc1C3=O	-5	15
c1ccc2c(-c3nnc4n3CCCCC4)c[nH]c2c1	2	7
Cc1[nH]c2ccccc2c1CN1CCc2ccccc2C1	4	2
O=C(NCCCN1CCOCC1)c1c(O)c2ccccc2[nH]c1=O	0	-3
CCCCn1nc(C(=O)N[C@@H](CCSC)c2nc3ccccc3[nH]2)c2ccccc2c1=O	0	-8

Filtered by structure, those above containing a tert-butyl group
SMILES	PglD inh	C2C12 statin
Cc1ccccc1N(CC(=O)NC1CCCC1)C(=O)c1oc(C(C)(C)C)cc1C	2	-14
COc1cc(C(C(=O)NC(C)(C)C)N(Cc2ccccc2)C(=O)c2cnccn2)cc(OC)c1OC (stereo unspecified)	0	5

(next part)
SMILES	PglD inh	C2C12 statin
CC1CCN(CCNC(=O)c2ccc3c(=O)n(Cc4ccc(Cl)cc4)c(=S)[nH]c3c2)CC1	-1	1
O=c1ccc(Cl)cn1Cc1ccccc1F	1	2
Clc1ccc(OCCN2CCN(c3ncnc4sccc34)CC2)cc1	0	0
Cc1ccc2c(c1)C(O)(CC(=O)c1cccnc1)C(=O)N2 (stereo unspecified)	-4	-4
CCOC(=O)/C(N=O)=C(\O)C1CCN(C(=O)OCC)CC1	-3	-3
COc1cc(-c2nc(-c3ccccc3)c(-c3cc([N+](=O)[O-])ccc3C)[nH]2)cc(OC)c1OC	-2	-41
O=C(Nc1ccccc1C(=O)N/N=C/c1ccc(F)cc1)c1ccccc1Br	-2	11
CC1CCCCN1CCCn1c(=S)[nH]c2ccccc2c1=O (stereo unspecified)	-2	-7
O=C1C=C(O)CC(c2ccc(Cl)c(Cl)c2)C1 (stereo unspecified)	-3	-4
COc1ccc(N2CCN(c3nc(NCCc4ccc(OC)c(OC)c4)nc(OC)n3)CC2)cc1	-4	45
O=C(NNC(=O)c1ccccc1Cl)c1cccs1	-6	-2
Cc1cc(Cl)ccc1Oc1ncc(CN2CCN(c3ccccc3)CC2)s1	-3	14
CCC(=O)Oc1ccc2c(C)c(Cl)c(=O)oc2c1	2	-7
Fc1cc(F)c2nc(N3CCCCC3)sc2c1	-2	-16
CN(Cc1ccccc1)C(=O)c1ccc2c(c1)OCCO2	-5	6
COc1ccc(CCNC(=O)CCCn2c(SCC#N)nc3ccccc3c2=O)cc1OC	2	-8
CC(C)c1nnc(NC(=O)CCC(=O)N2CCN(c3ccccn3)CC2)s1	3	4
O=C(NCc1cccnc1)c1cccn2c(=O)c3sccc3nc12	1	1
Clc1ccc(Cl)c(Oc2ccc(Oc3nc(Cl)ccc3Cl)cc2)n1	-5	-15
Cc1ccnc2nc(C(=O)NC3=NCCS3)nn12	6	-4
CCCN(CCC)C(=O)Cn1c(=O)n(CCC(=O)NCCc2ccccc2)c(=O)c2ccccc21	0	5
O=C(CCc1ccccc1)OCCN1CCOCC1	-3	3
CC(C)COC(=O)n1c(=O)oc2cc(S(=O)(=O)N3CCCCC3)ccc21	1	-1
O=C(CSC(=S)N1CCCCC1)Nc1nc(-c2ccccc2)c(-c2ccccc2)o1	8	-4
CC1CCN(CCCNC(=O)c2ccc3c(=O)n(CCc4ccccc4)c(=O)[nH]c3c2)CC1	-4	-16

Single records, as listed above. Values in the order: PglD inh | C2C12 statin
Cc1ccc2c(c1)C(O)(CC(=O)c1cccnc1)C(=O)N2 (stereo unspecified) is listed as -4 | -4
CN(Cc1ccccc1)C(=O)c1ccc2c(c1)OCCO2 is listed as -5 | 6
O=C1C=C(O)CC(c2ccc(Cl)c(Cl)c2)C1 (stereo unspecified) is listed as -3 | -4
Fc1cc(F)c2nc(N3CCCCC3)sc2c1 is listed as -2 | -16
CC(C)c1nnc(NC(=O)CCC(=O)N2CCN(c3ccccn3)CC2)s1 is listed as 3 | 4

Next part:
SMILES	PglD inh	C2C12 statin
N#CC1=C(N)Oc2n[nH]c(-c3cccs3)c2C1c1ccco1 (stereo unspecified)	-1	16
CCCSc1nnc2n(C)c(=O)c3c4c(sc3n12)CCC4	1	6
CC(=O)OCCOc1nc(N(C)C)nc(N(C)C)n1	-11	8
CCC(c1nnnn1Cc1ccco1)N1CCN(C(=O)c2ccco2)CC1 (stereo unspecified)	-4	8
Cc1cccc(C)c1NC(=O)CSc1nc(COc2ccccc2)nc2ccccc12	2	-50
Cc1ccc(C(c2nnnn2C(C)(C)C)N(Cc2ccco2)Cc2cccs2)cc1 (stereo unspecified)	-2	1
Cc1ccc(S(=O)(=O)N2CCN(Cc3cccc(C)c3O)CC2)cc1	-7	32
COc1cc(Cl)c(C)cc1NC(=O)CSc1nnc(-c2cccnc2)n1Cc1ccco1	-3	-2
O=C(COc1ccc2oc(-c3ccccc3)cc(=O)c2c1)NCc1ccco1	8	2
CCCC(C)C(=O)NCc1ccccc1OC (stereo unspecified)	-4	-4
C=CCn1c(-c2cccnc2Cl)nc2cc(Cl)c(Cl)cc21	-3	23
O=c1c2ccccc2nnn1CSc1nnc(COc2ccc(Cl)cc2)n1Cc1ccco1	8	-12
CN1CCc2c(sc(NC(=O)c3ccc(S(=O)(=O)N4CCCCCC4)cc3)c2C(N)=O)C1	7	-9
COc1cc2c(cc1OC)-c1cc(NC3CCCCC3)nc(=O)n1CC2	-6	3
c1ccc(-n2nnnc2Oc2ccc(-c3nnco3)cc2)cc1	-1	-2
CCN1C(=O)C2(C(C#N)=C(N)Oc3n[nH]c(C(C)C)c32)c2ccccc21 (stereo unspecified)	-6	4
O=C(Nc1ccc(F)cc1)c1cnc(-c2ccccc2)nc1-c1ccccc1	-3	-55
ONC(=Nc1ccccc1)c1ccc(Cl)cc1	-1	-4
COc1ccc2[nH]c(=O)c(CN(CCc3ccccc3)C(C)=O)cc2c1	7	114*
CCOC(=O)c1nn(-c2ccccc2F)c(-c2ccccc2)c1C(=O)c1ccccc1	-9	1
COc1cccc(C(c2c(C)[nH]n(-c3ccccc3)c2=O)c2c(C)[nH]n(-c3ccccc3)c2=O)c1OC	-5	9
Cc1ccc(-n2c(SCC(=O)OC(C)C)nnc2-c2ccccn2)cc1	3	-8

An excerpt; count on the stated rates, not on these rows.
